HCV core dimer: inhibitors of HCV core protein dimerization, primary screen, biochemical, TR-FRET, high-throughput | TR-FRET GST/Flag-core106 dimerization, 1536-well | AID 1899, 2009 | inhibition, % at 5 µM | hit rate 0.33% among 300,000;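 active = inhibition above the mean of all tested compounds plus 3 SD, set per screening campaign, cut at about 45% in these data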
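Material: Tagged HCV core106 pair (GST and Flag) | Amount: GST-core106 13.5 nM, Flag-core106 17 nM | Medium: KF-containing HEPES buffer, pH 7.45, DTT, CHAPS, BSA | Reagent: Eu donor and XL665 acceptor anti-tag antibodies | Schedule: 4 h at 22.5 °C | Technique: Time-resolved FRET, ex 340 nm, em 617 and 671 nm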
TPT1 inhibitor: Candida albicans TPT1 enzyme inhibitors, primary screen, biochemical, fluorescence polarization. recombinant caTPT1, FP RNA substrate dephosphorylation. tRNA 2'-phosphotransferase TPT1 (Candida albicans SC5314). hit rate 0.81% among 300,000. inhibition, % at 5 µM;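 active = inhibition above the mean of all tested compounds plus 3 SD, set per screening campaign, cut at about 24% in these data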;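 note: plate controls were DMSO alone for no effect and ferristatin control at 100 nM for full effect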
PP5 primary: PP5 phosphatase inhibitors, primary screen, biochemical, fluorescence. inhibition, % at 6.7 µM. hit rate 0.18% among 320,000. purified PP5c, OMFP substrate fluorescence;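 active = inhibition above the campaign's mean inhibition across all tested compounds plus 3 SD, cut at about 9.5% in these data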;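 note: 0% = DMSO only and 100% = 100 µM cantharidin control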
JMJD2C inh: inhibitors of GASC-1 histone demethylase, primary screen, biochemical, fluorescence, DELFIA europium | Lysine-specific demethylase 4C (Homo sapiens), Q9H3R0 | inhibition, % at 2.35 µM | GST-JMJD2C(1-420) H3K9me3 demethylation | hit rate 0.069% among 330,000 | AID 2099, 2009;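 active = more than half of a compound's replicate wells show inhibition beyond 50%, single wells judged on their own value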;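 note: signal counts dimethyl H3K9 product captured on neutravidin plate; 0% = median of DMSO wells and 100% = 0.3 times that DMSO median; strong numbers were not always called active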
EBNA-1 inhibitor: EBNA-1 DNA-binding inhibitors, primary screen, biochemical, fluorescence polarization; inhibition, % at 14.8 µM; hit rate 0.34% among 300,000; AID 1950, 2009; in the data active = inhibition above about 28%
CR mimetic SO: reduction of superoxide in aged yeast, primary screen, HTS; S. cerevisiae aged cells, superoxide DHE fluorescence; active compounds read low; superoxide response (% of plate mean), % at 10 µM; hit rate 0.18% among 330,000; AID 2690, 2010;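 active = superoxide response under a set limit, about three screen SD below normal, cut at about 65% in these data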;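 note: yeast aged for seven days with compound at 30 °C before DHE staining; 100% = average MFI of all compound-treated wells on the plate with controls excluded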
PP1 inh: PP1-alpha phosphatase inhibitors, primary screen, counter-screen for PP5 inhibitor project, biochemical, fluorescence, OMFP substrate, single point; Serine/threonine-protein phosphatase PP1-alpha catalytic subunit (Homo sapiens), P62136; purified PP1alpha; inhibition, % at 6.7 µM; hit rate 0.9% among 320,000;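 active = inhibition above the mean inhibition of all tested compounds plus 3 SD, computed separately for each screening campaign, cut at about 15% in these data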
Target sequence (P62136 whole entry, looked up): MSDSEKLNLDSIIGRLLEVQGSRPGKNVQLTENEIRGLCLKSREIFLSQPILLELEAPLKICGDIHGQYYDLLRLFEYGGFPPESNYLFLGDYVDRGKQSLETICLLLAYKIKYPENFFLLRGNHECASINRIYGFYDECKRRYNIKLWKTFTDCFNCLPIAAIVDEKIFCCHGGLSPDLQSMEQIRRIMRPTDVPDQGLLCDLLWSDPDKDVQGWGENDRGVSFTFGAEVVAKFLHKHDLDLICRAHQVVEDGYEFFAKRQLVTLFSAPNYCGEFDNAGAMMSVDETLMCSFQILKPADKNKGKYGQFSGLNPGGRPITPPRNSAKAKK
CTSL1 counter: Fasciola hepatica cathepsin L1 inhibitors, primary screen, counter-screen for PFM18AAP inhibitor project, biochemical, QFRET, fluorogenic peptide substrate | recombinant F. hepatica cathepsin L1, Z-Leu-Arg-MCA fluorescence | inhibition, % at 5.96 µM | hit rate 0.49% among 300,000 | AID 1906, 2009;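 active = inhibition above the mean of all tested compounds plus 3 SD, set per screening campaign, cut at about 17% in these data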;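 note: 0% = plate median of test compound wells and 100% = 1 µM Z-Phe-Ala-diazomethylketone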
ZTA DNA inh: blocks Epstein-Barr virus ZTA, an EBNA-1 counter-screen; P03206; ZTA-DNA binding, fluorescence polarization; inhibition, % at 11 µM; hit rate 0.15% among 320,000; AID 2234; in the data active = inhibition above about 33%
Target sequence (P03206 whole entry, looked up): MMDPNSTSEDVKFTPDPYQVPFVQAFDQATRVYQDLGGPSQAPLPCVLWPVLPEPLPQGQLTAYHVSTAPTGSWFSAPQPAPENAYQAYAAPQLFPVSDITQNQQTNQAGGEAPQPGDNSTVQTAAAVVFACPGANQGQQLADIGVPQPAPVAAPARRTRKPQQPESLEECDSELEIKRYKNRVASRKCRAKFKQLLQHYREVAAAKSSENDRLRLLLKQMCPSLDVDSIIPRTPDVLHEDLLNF
Active calls of the source: *; x = no result given.

entry	smiles	HCV core dimer	TPT1 inhibitor	PP5 primary	JMJD2C inh	EBNA-1 inhibitor	CR mimetic SO	PP1 inh	CTSL1 counter	ZTA DNA inh
1	Cc1ccc(Oc2ccc(OCC(=O)OC3CCS(=O)(=O)C3)cc2)cc1 (configuration not stated)	5	0	-9.3	-2	-12	111	2	12	-17
2	CCOC(=O)C1(Cc2ccccc2Cl)CCN(S(=O)(=O)N(C)C)CC1	10	0	2.2	4	0	98	6	3	14
3	c1ccc2c(c1)Cc1cc3ccccc3nc1-2	4	-1	1.6	-33	-2	109	0	-2	-9
4	C[C@@]12CCC3[C@@](CCC4[C@@]3(C)CCC[C@@]4(C)C(=O)O)(CC1=O)C2 (some centres not stated)	x	x	2.1	-4	x	103	-7	x	13
5	CN(CC(=O)Nc1c(Cl)cccc1Cl)C(=O)c1sccc1-c1ccccc1	-2	-2	-2.0	-10	-3	93	-1	1	-4
6	COc1ccc(C(=O)NC(=S)Nc2ccc(CN3CCOCC3)cc2)cc1OC	1	1	0.9	4	-11	101	-2	-1	2
7	CCOc1ccc(CCNC(=O)c2cc(S(=O)(=O)N3CCOCC3)ccc2C)cc1OCC	3	2	-1.5	27	-1	90	-2	-2	5
8	O=C1OCCC1Sc1nc2ccccc2c(=O)n1Cc1ccccc1 (configuration not stated)	3	3	-2.3	-33	3	103	-4	0	-2
9	CCN(CC)C(=O)CCS(=O)(=O)c1cccc2nonc12	0	2	-1.9	x	-8	103	-5	1	7
10	CCN1C(=O)N[C@@H](c2ccc(Br)cc2)C(C(C)=O)=C1C	7	-1	-1.6	-1	14	101	-1	8	4
11	COc1cc2[nH]c(C(=O)NCC3CCCO3)cc2c(OC)c1OC (configuration not stated)	7	1	-0.5	-19	19	98	-4	0	7
12	O=C(COC(=O)/C=C/c1cccs1)Nc1ccc(F)cc1	x	x	-1.8	x	x	103	-2	x	5
13	CC(=O)N1CCN(c2ccccc2NC(=O)c2ccc3ccccc3c2)CC1	-10	1	0.4	-20	-7	102	-5	-4	-2
14	COc1ccc(N2CCN(CCNC(=O)c3ccc(NC(=O)C4CCCO4)cc3)CC2)cc1 (configuration not stated)	-11	0	0.0	1	-4	95	-1	-2	3
15	Cn1cnnc1SCC(=O)N/N=C/c1ccc(OCC(N)=O)cc1	1	-1	-1.0	28	10	102	-6	1	7
16	O=C(c1ccccc1)N1CC(COc2ccccc2)OC(c2cccnc2)O1 (configuration not stated)	3	1	4.1	-12	-10	101	6	3	6
17	Cc1ccc(S(=O)(=O)NCc2ccc(C(=O)N3CCN(c4ccc([N+](=O)[O-])cc4)CC3)cc2)cc1	9	1	3.5	-1	5	85	8	2	11
18	Cc1cccc2sc(NC(=O)CN3C(=O)c4ccccc4C3=O)nc12	6	-6	2.2	x	6	95	12	-3	4
19	O=C(CCc1ccc(S(=O)(=O)NC2CCCCC2)cc1)Nc1ccccc1	2	-4	1.3	0	8	112	-2	0	9
20	CN/C=C1\C(=O)C(C)(C)Oc2ccc3ccc(=O)oc3c21	4	5	4.9	-3	-14	98	3	1	4
21	Cc1ccccc1OCC(O)Cn1c(NCc2ccco2)nc2c1c(=O)n(C)c(=O)n2C (configuration not stated)	5	3	2.4	-3	6	83	-2	1	4
22	COc1cccc(N2CCN(C(=O)CSc3ccc(F)cc3)CC2)c1	0	2	2.1	x	-2	102	0	-1	1
23	CN=C1S/C(=C\c2ccc(O)c(OC)c2)C(=O)N1C	-12	2	3.1	-2	-2	103	-4	-2	-2
24	Cc1ccc(CN2CC(C(=O)NCC(=O)Nc3c(C)cccc3C)CC2=O)cc1 (configuration not stated)	-2	-6	1.9	21	-9	89	-1	0	-22
25	CCc1ccccc1N(C(=O)c1snc(C(N)=O)c1N)C(C(=O)NCC1CCCO1)c1ccc(C)o1 (configuration not stated)	-19	1	0.3	-22	-7	112	7	9	9
26	Clc1ccccc1/C=N/N1CCN(Cc2ccccc2)CC1	5	0	2.1	-11	-1	97	1	0	-12
27	O=C(CSc1ccccc1)Nc1ccc(N2CCN(c3ccccc3)CC2)c(F)c1	2	-3	0.3	4	-12	93	-2	-3	-12
28	CCOC(=O)CNC(=O)Cn1cnc2sc(C)c(S(=O)(=O)N3CCC(C)CC3)c2c1=O	0	-11	2.2	6	4	103	-1	-2	6
29	O=C(c1ccc2nc(Cc3ccccc3F)oc2c1)N1CC[C@H](O)C1	-7	-6	1.5	4	1	116	-1	1	1
30	CCCOc1ccc(CN(CCO)CCO)cc1[N+](=O)[O-]	-7	-1	0.0	0	6	99	1	-3	-13

Single records (already shown). Screens in order: HCV core dimer	TPT1 inhibitor	PP5 primary	JMJD2C inh	EBNA-1 inhibitor	CR mimetic SO	PP1 inh	CTSL1 counter	ZTA DNA inh
O=C(COC(=O)/C=C/c1cccs1)Nc1ccc(F)cc1 reads x	x	-1.8	x	x	103	-2	x	5
CCN(CC)C(=O)CCS(=O)(=O)c1cccc2nonc12 reads 0	2	-1.9	x	-8	103	-5	1	7

Following part.
entry	smiles	HCV core dimer	TPT1 inhibitor	PP5 primary	JMJD2C inh	EBNA-1 inhibitor	CR mimetic SO	PP1 inh	CTSL1 counter	ZTA DNA inh
31	Nc1nc(-c2ccco2)nc(N2CCCCC2)n1	0	-2	1.4	-3	-6	115	-4	-3	-2
32	Cc1cnn(-c2ccc3nnc(-c4ccc(Cl)cc4)n3n2)c1	-11	0	1.1	9	-4	93	-2	2	-7
33	COc1ccc(S(=O)(=O)NCCSCc2ccco2)cc1C	3	1	1.2	-3	-9	90	-1	0	-9
34	Cc1ccc(S(=O)(=O)NCCC(C)C)cc1[N+](=O)[O-]	1	1	-6.0	0	-1	115	5	14	-11
35	CCCCN(C(=O)C1CC(=O)N(c2ccc(OC)cc2OC)C1)c1c(N)n(CC(C)C)c(=O)[nH]c1=O (configuration not stated)	2	1	2.2	6	5	107	0	-1	-12
36	O=C(CCNC(=O)c1ccccc1Cl)Nc1ccccc1N1CCCC1	-4	-2	1.5	1	0	113	-2	0	2
37	Cc1c(N=C2N=C(NC(=O)NC(C)(C)C)c3ccccc32)c(=O)n(-c2ccccc2)n1C	2	2	0.8	-39	-8	95	-1	3	-6
38	CCOC(=O)c1ccc(N2C(=O)CC(N3CCC(O)(c4ccc(Cl)cc4)CC3)C2=O)cc1 (configuration not stated)	4	0	-0.6	4	-4	103	-1	-1	14
39	O=[N+]([O-])c1ccccc1NCc1ccccc1Cl	-2	0	1.1	4	4	83	5	7	22
40	O=C(Cc1ccccc1)N/N=C/C=C/c1cccc([N+](=O)[O-])c1	-6	1	4.4	-11	-6	106	-2	11	-35
41	CCOC(=O)c1cnn(-c2ccccn2)c1N	3	5	2.3	1	0	90	1	-2	-4
42	COc1cccc(NC(=O)Cn2c(=O)n(CCC(=O)NCc3ccco3)c(=O)c3ccccc32)c1	-1	0	-0.8	-1	13	102	-3	3	10
43	CN(C)C(=O)c1nc2ccccc2s1	0	1	1.7	8	-2	102	-4	0	2
44	COC(=O)C(/C=N/O)NC(=O)c1ccccc1 (configuration not stated)	-8	-7	2.1	-2	1	98	-1	0	-26
45	O=C(CN1C(=O)NC2(CCCCC2)C1=O)N1CCN(S(=O)(=O)c2cccc([N+](=O)[O-])c2)CC1	x	x	-0.5	3	x	121	-1	x	1
46	COc1cccc(NC(=O)CN(C)C(=O)c2ccc3c(c2)C(=O)N(CCC(C)C)C3=O)c1	x	x	3.0	9	x	87	-2	x	10
47	CCCCN(C(=O)c1ccc([N+](=O)[O-])o1)c1c(N)n(CC(C)C)c(=O)[nH]c1=O	5	-6	0.3	0	3	117	-2	2	15
48	O=C(NCC(=O)N1CCN(S(=O)(=O)c2ccccc2)CC1)c1ccc2ccccc2c1	3	-3	-1.7	0	-2	87	-2	-7	10
49	CCC1CCCCN1CCCNC(=O)C1CCN(S(=O)(=O)N2CCCCC2)CC1 (configuration not stated)	-6	1	-4.6	-3	-15	125	-1	-2	-2
50	COc1ccc(-c2nc(CC(=O)O)cs2)cc1	-3	4	2.2	6	1	91	2	2	-7
51	COc1ccccc1NC(=O)Cc1nc(CCl)cs1	-7	-2	1.0	-4	-7	94	1	-2	-2
52	CN(C)CCNc1ncnc2c1sc1nc(-c3ccccc3)c3c(c12)CCCC3	-8	4	1.9	10	-8	99	5	-2	-1
53	CCOCCc1c(O)nc(SCC)[nH]c1=O	0	2	-1.8	1	3	100	-1	2	19
54	Cc1ccccc1OCC(=O)O/N=C(\N)c1ccncc1	-8	2	2.2	4	-12	101	2	-20	4
55	Cc1ccc(C(=O)NC2CC3CCC(C2)N3C)cc1 (configuration not stated)	x	x	2.6	2	x	91	-3	x	7
56	CCOC(=O)c1c(NC(=O)OC)sc(C(=O)N(C)C)c1C	3	3	2.4	0	-7	108	-1	-1	-1
57	Cc1ccc(NC(=O)c2cc3ccccc3o2)nc1	-2	-2	5.7	9	16	76	-3	1	-9
58	COc1ccc(CN(C(=O)CN2C(=O)c3ccccc3S2(=O)=O)C(C(=O)NCC2CCCO2)c2ccncc2)cc1 (configuration not stated)	0	0	0.2	-12	2	79	-2	1	21
59	N#Cc1ccc(NC(=O)Cn2cnc(S(=O)(=O)N3CCc4ccccc43)c2)cc1	6	-3	1.7	0	0	91	-2	-3	5
60	CC1CCCN(C(=O)Cn2nnc(-c3ccc(N(C)C)cc3)n2)C1 (configuration not stated)	0	1	-1.5	6	7	92	-1	4	20
61	Cc1cccc(NC(=O)COC(=O)CCc2ccc(S(=O)(=O)N3CCOCC3)cc2)c1C	1	-6	-0.4	-7	16	103	-3	3	5

Screens deposited in PubChem BioAssay by several laboratories.
